Rac1 act GTP bind – modulators of GTP binding to human Rac1 activated mutant | percent activity (GTP binding), % at 10 µM | GST-Rac1 activated beads, fluorescent GTP binding, flow cytometry; actives lie on both sides; 100% means binding = to untreated wells | P63000 | 190,000 tested, 0.11% active;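 active = GTP binding at least 20 percentage points away from the 100% baseline, in either direction, so actives lie on both sides; inconclusive = Compound likely fluorescent itself, or too few beads counted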
Cdc42 wt GTP – modulators (inhibitors or activators) of GTP binding to human Cdc42 wildtype; P60953; GST-Cdc42 beads, Bodipy-GTP binding, flow cytometry; actives lie on both sides; percent activity (GTP binding), % at 10 µM; 190,000 tested, 0.2% active;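 active = percent activity GTP binding at least 20 points away from the 100% baseline, either down as inhibitor or up as activator; inconclusive = compound flagged as likely green fluorescent from well-wide comparison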;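 note: median bead fluorescence of bound Bodipy-FL-GTP at 100 nM; 0% = excess unlabeled GTP control and 100% = no compound control; below 100% means less GTP binding so inhibitor and above means activator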
Target sequence (P60953 whole entry, looked up): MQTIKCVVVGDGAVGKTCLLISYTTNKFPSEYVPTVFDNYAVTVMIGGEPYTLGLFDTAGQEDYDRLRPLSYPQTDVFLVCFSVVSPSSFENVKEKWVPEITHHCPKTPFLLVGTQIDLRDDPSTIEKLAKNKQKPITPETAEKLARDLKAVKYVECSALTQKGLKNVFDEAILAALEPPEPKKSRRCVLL
Mcl1 Bid PPI – disrupts binding of human Mcl-1 to Bid peptide; Q07820; TR-FRET Mcl-1/Bid-Dy647 peptide binding, 1536-well; inhibition, % at 21.7 µM; 220,000 tested, 0.97% active; AID 1021;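 active = compounds that cut the binding signal by more than half at the single screening dose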;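 note: His-tagged Mcl-1 with europium anti-His antibody binding Bid BH3 peptide; 0% = Mcl-1 plus peptide wells and 100% = peptide-only wells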
Target sequence (Q07820 whole entry, looked up): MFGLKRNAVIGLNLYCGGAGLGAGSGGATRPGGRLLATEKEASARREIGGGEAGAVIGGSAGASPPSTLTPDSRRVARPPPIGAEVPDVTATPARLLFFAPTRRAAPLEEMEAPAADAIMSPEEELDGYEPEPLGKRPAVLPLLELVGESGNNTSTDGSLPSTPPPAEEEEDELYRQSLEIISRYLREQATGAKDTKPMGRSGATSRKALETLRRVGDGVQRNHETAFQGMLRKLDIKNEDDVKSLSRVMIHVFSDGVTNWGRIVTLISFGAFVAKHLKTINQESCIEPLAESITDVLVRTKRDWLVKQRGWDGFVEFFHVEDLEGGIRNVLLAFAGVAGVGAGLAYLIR
Mcl-1 Bim block – inhibitors of Bim-Mcl-1 interaction, human | Q07820 | Bead-based flow cytometry, Bim peptide-Mcl-1 binding | inhibition, % at 10 µM | 190,000 tested, 0.1% active | AID 1009; in the data active = inhibition above about 40%;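 note: 0% = no compound tracer wells and 100% = peptide blocker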
Rab2 wt GTP – changes GTP binding to wildtype dog Rab2A, up or down; P61105; GST-Rab2 wt beads, Bodipy-GTP binding, flow cytometry; GTP binding activity, % at 10 µM; 190,000 tested, 0.19% active;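 active = GTP binding activity at least 20 points away from 100%, either lowered or raised; inconclusive = signal likely due to the compound's own green fluorescence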;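 note: 0% = beads with excess unlabeled GTP and 100% = no-compound control corrected for plate trend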
Mcl1 Noxa PPI – disrupts binding of human Mcl-1 to Noxa peptide | Q07820 | TR-FRET Mcl-1/Noxa peptide binding, 2 h | inhibition, % at 21.7 µM | 220,000 tested, 1.5% active | AID 1022;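 active = compounds that cut the protein-peptide binding signal by more than 50% relative to plate controls in a single-dose test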;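 note: His-tagged Mcl-1 with rhodamine Noxa BH3 peptide and terbium anti-His antibody; 0% = Mcl-1 plus Noxa peptide wells and 100% = peptide-only wells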
RGS8-Gao – regulators of human RGS8-Galphao interaction; P09471; AID 1423; multiplexed bead flow cytometry, RGS8-Galphao binding; actives lie on both sides; 220,000 tested, 0.34% active; response (percent of control binding), % at 10 µM; in the data active = response below about 60% or above about 140%; inactive = in between;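 note: Galphao activated as the GDP aluminium fluoride complex binding bead-coupled RGS8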
HRas wt GTP – modulators of GTP binding to human HRas wildtype; GTP binding activity, % at 10 µM; GST-Ras wt beads, Bodipy-FL-GTP binding, flow cytometry; actives lie on both sides; AID 759; 190,000 tested, 0.14% active;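 active = GTP binding activity at least 20% away from the 100% baseline, either lowered as inhibitor or raised as activator; inconclusive = flagged as likely green fluorescent, judged across all proteins in the well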;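 note: 0% = unlabeled GTP competition control and 100% = no-compound control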
Target sequence (P01112 whole entry, looked up): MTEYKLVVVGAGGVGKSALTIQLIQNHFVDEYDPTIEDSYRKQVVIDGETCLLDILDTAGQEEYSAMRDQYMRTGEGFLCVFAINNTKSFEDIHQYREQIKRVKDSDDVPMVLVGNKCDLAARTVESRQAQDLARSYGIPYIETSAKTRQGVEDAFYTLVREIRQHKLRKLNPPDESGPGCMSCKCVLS
Rac1 wt GTP bind – modulators of human Rac1 wildtype GTP binding. P63000. GST-Rac1 beads, fluorescent GTP binding, flow cytometry; actives lie on both sides; 0 = cold GTP competed, 100 = untreated. GTP binding activity (% of control), % at 10 µM. 190,000 tested, 0.27% active;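 active = GTP binding activity at least 20 points away from the 100% control level, either lower or higher; inconclusive = compound flagged as likely green fluorescent, judged across all proteins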
Pf gamet viab – inhibitors of late stage P. falciparum gametocyte viability; 150,000 tested, 0.065% active; inhibition, % at 10.9 µM; AID 743093; P. falciparum stage V gametocytes, ATP luminescence, 24 h;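 active = inhibition above the mean plus 3 SD of compounds within the control limits, set per campaign, cut at about 38% in these data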;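 note: 0% = DMSO wells and 100% = medium only without gametocytes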
Rab7 wt modul – dog Rab7 wildtype GTP binding, inhibitors and activators | 190,000 tested, 0.055% active | GTP binding activity (percent of control), % at 10 µM | GST-Rab7 beads, fluorescent GTP binding, flow cytometry; actives lie on both sides; untreated = 100%, excess cold GTP = 0%;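 active = fluorescent GTP binding to Rab7 beads changed by at least 20 points from the 100% baseline, either direction, mostly lower; inconclusive = compound itself probably fluorescent, or too few beads counted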;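 note: median green fluorescence of bound Bodipy-FL-GTP per Rab7 bead population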
* hit, by the source's call; i = inactive; u = inconclusive; x = no result given.

structure	Rac1 act GTP bind	Cdc42 wt GTP	Mcl1 Bid PPI	Mcl-1 Bim block	Rab2 wt GTP	Mcl1 Noxa PPI	RGS8-Gao	HRas wt GTP	Rac1 wt GTP bind	Pf gamet viab	Rab7 wt modul
CCOc1ccc(NC(=O)c2cccc(OC(=S)N3CCC(C)CC3)c2)cc1	99	103	-29	1	99	25	101	103	103	0	98
Cn1cnnc1SCC(=O)Nc1sc2c(c1C#N)CCCCC2	98	101	-31	-2	99	12	100	98	100	x	96
Cc1cc(SC2CCOC2=O)nc2ccccc12 (stereo unspecified)	93	89	-48	0	99	5	98	96	90	10	98
CCNC(=S)N1CCC(c2nc3cc(C)c(C)cc3[nH]2)CC1	98	100	-31	-5	99	9	100	100	102	-14	101
Cc1cc(=O)[nH]c(SCC(=O)C23CC4CC(CC(C4)C2)C3)c1C#N	97	98	-2	-4	99	21	100	99	98	17	100
O=C(NCc1cccnc1)c1cnc2n(c1=O)CCS2	99	101	6	-1	100	-17	102	100	103	17	101
CCCN=C(Nc1ccc(Cl)cc1)c1cccnc1	96	102	-21	-3	101	7	101	102	102	-1	103
Cc1cc2c(o1)CC(C)(C)CC2=O	96	96	-15	0	100	14	101	98	99	-2	101
Oc1cc(Cc2ccccc2)cnc1CN1CCOCC1	98	100	-30	0	99	20	101	98	101	24	99
O=C(c1cccc(F)c1)N1CCCN(C(=O)c2cccc(F)c2)CC1	99	96	-19	0	97	-1	98	96	101	x	95
CCCn1c(SCC(=O)c2ccc(CC)cc2)n[nH]c1=O	99	99	-21	-1	101	2	102	101	99	x	100
CC(NC(=O)CN1CCN(c2ncccn2)CC1)c1ccc(F)cc1 (stereo unspecified)	100	107	-30	-5	105	11	105	105	102	x	98
COc1ccc(C2C3C(C)=NN=C3CC(C)(O)C2C(C)=O)cc1 (stereo unspecified)	98	98	4	-3	99	17	102	98	100	6	99
O=C(Nc1ccc(Cl)cc1C(=O)N1CCCC1)c1cccc([N+](=O)[O-])c1	97	97	-15	0	97	9	97	96	97	26	97
COc1ccc(C2C(C#N)=C(N)OC3=C2C(=O)CCC3)cc1Cn1cc([N+](=O)[O-])cn1 (stereo unspecified)	97	102	-17	7	100	4	97	98	100	x	100
CC1CN(c2ccc(C(F)(F)F)cc2[N+](=O)[O-])CCN1S(C)(=O)=O (stereo unspecified)	99	102	-3	-2	97	-8	102	100	101	x	102
Cc1cc(C)n2nc(SCC(=O)N(Cc3ccccc3)C3CCS(=O)(=O)C3)nc2n1 (stereo unspecified)	94	98	-8	-4	98	-1	92	96	101	-1	96
Nc1ccccc1Nc1cccc(C(F)(F)F)c1	95	93	-67	-1	97	16	96	95	94	24	101
Cc1ccc(-n2c(C)n[nH]c2=S)cc1C	99	100	97*	-7	99	12	103	100	103	x	102
O=C(Nc1ccc(OC(F)(F)F)cc1)C1CCCN(S(=O)(=O)c2cccnc2)C1 (stereo unspecified)	96	97	1	-1	99	6	96	99	105	4	96
O=C(c1cnc2n(c1=O)CCS2)N1CCc2ccccc21	96	102	5	-5	100	3	101	99	104	x	101
CC(OC(=O)c1cc2sccc2n1C)C(=O)NC(C)(C)C (stereo unspecified)	95	98	-39	1	97	11	103	95	99	x	97
O=C(CCN1C(=O)S/C(=C/c2ccc(Cl)cc2)C1=O)N1CCOCC1	98	101	2	-5	100	0	96	103	105	7	100
CCc1cc[n+](-c2nc3ccccc3nc2[N-]S(=O)(=O)c2ccc(Br)s2)cc1	98	100	-28	12	99	-13	86	98	101	-21	95
Cc1cc2c(cc(C(=O)NCc3cccnc3)n2Cc2ccc(Cl)cc2)o1	100	99	-85	-1	100	2	102	99	104	-19	96
CCOCCCNC(=O)CN(Cc1ccc(Cl)cc1)S(C)(=O)=O	97	97	-3	-9	98	12	102	98	95	x	96
Cc1ccc(C)c(N=Cc2cc3c(cc2[N+](=O)[O-])OCO3)c1	97	100	-33	-2	100	37	100	98	100	-19	98
CCOC(=O)C(/C=N/c1cc(C)nn1-c1ccccc1)=C(\C)O	98	97	-28	-2	96	22	109	97	101	-14	99
CC(C)c1nc2sc3c(SCC(=O)NCc4ccco4)ncnc3c2c2c1CCC2	94	94	-37	1	95	i	94	94	95	x	96
O=C(O)c1c(Cl)nc2ccccn12	94	96	-13	3	95	19	99	98	99	21	104
CCOC(=O)Cn1cc(C(=O)C2CC2)c2ccccc21	u	u	-12	0	u	x	94	u	u	30	u
CNc1nc2c(c(=O)[nH]c(=O)n2C)n1CCOC	96	98	-19	0	99	2	102	97	97	x	97
O=C(NCC1COCCO1)C1CCN(S(=O)(=O)c2ccccc2)CC1 (stereo unspecified)	100	101	-19	0	102	5	100	100	102	x	100
Cc1nc2cc(NC(=O)NCc3ccc4c(c3)OCO4)ccc2o1	99	102	-11	-5	100	-5	97	102	101	x	104
CCOC(=O)c1ccc(NC(=O)NS(=O)(=O)c2ccc(C)cc2)cc1	104	110	-26	-1	100	0	109	105	113	20	102
CC(C)[C@H](NC(=O)c1ccc(Cl)c([N+](=O)[O-])c1)C(=O)NCc1ccc(F)cc1	101	99	3	-3	98	12	98	100	103	x	97
O=C(COc1nc2ccccc2nc1N1CCOCC1)NC1CCCCC1	u	u	9	1	u	-3	104	u	u	-8	u
Nc1c(C(=O)NCc2cccnc2)sc(=S)n1-c1ccccc1	98	99	-11	-2	100	14	95	101	101	-18	101
CCCOC(=O)c1ccc(NC(=O)c2ccc(Br)o2)cc1	96	89	4	-2	97	10	97	98	103	-11	98
Cc1cccc(-n2c(O)c(C=Nc3ccccc3N)c(=O)[nH]c2=O)c1	99	101	-72	-3	101	-44	100	102	101	11	102
Cc1nn(-c2ccc(Cl)c(Cl)c2)c(C)c1C(=O)O	86	91	-10	54*	89	-3	101	89	96	-2	95
COc1cccc(-c2nn(-c3ccccc3)cc2C(=O)NCC(=O)O)c1	98	101	-26	2	99	-29	96	103	99	6	103
O=C(C1CCCO1)N1CCN(c2ccc(F)cc2)CC1 (stereo unspecified)	101	103	-22	6	100	11	103	103	104	x	100
c1ccc(-n2cc(CNCCc3cscn3)c(-c3ccc4c(c3)OCO4)n2)cc1	96	98	8	-5	99	14	106	98	95	1	100
CCN1CCCC1CNC(=O)c1cc(OC)c(OC)c(OC)c1 (stereo unspecified)	99	96	-19	-2	100	18	100	96	101	x	100
COc1ccc(Cl)cc1NC(=O)Nc1cccc([N+](=O)[O-])c1C	94	93	0	-4	90	x	100	93	90	x	94
Cc1ccc(C)c2c1cc(C)c1nnc(SCC(=O)c3cccs3)n12	100	102	-12	0	98	16	101	98	102	x	101
COc1ccc(-c2ccc(-c3nnc(Cc4ccc(OC)c(OC)c4)o3)cc2)cc1	97	100	0	0	97	10	92	99	95	23	99
CS(=O)(=O)N1CCC(C(=O)Nc2cc(C(F)(F)F)ccc2Cl)CC1	98	99	-31	2	99	-12	100	98	98	x	98
C#CCOC(=O)C[N+](C)(C)CC#Cc1ccccc1	95	100	-4	0	99	2	102	96	100	-1	106
O=C(Cc1cn(Cc2cccc(Cl)c2)c2ccccc12)N1CCCC1	97	101	-5	-2	99	17	89	99	103	6	96
Cc1cc(C)nc(-n2nc(C)cc2NC(=O)c2cccc(S(=O)(=O)N3CCOCC3)c2)n1	96	97	-17	-4	99	9	104	99	100	0	103
COc1ccc(OC)c([N+](=O)[O-])c1C(N)=O	91	89	-45	0	93	56*	95	91	91	28	100
CCOC(=O)c1c(C)[nH]c(C(=O)Cn2c(=O)oc3ccccc32)c1C	100	106	-13	-3	102	1	102	104	104	-18	101
CCNC(=S)NNC(=O)Nc1ccccc1	100	103	-64	-1	103	5	96	102	105	x	104
Cc1ccc2c(c1)N(CCC(=O)NCCCOC(C)C)C(=O)C(C)O2 (stereo unspecified)	100	106	-20	0	102	-17	99	105	104	8	105
COCCCNC(=O)Cn1nnc(-c2ccc(NC(=O)c3cccnc3)cc2)n1	96	100	5	0	100	-4	106	97	102	x	98
CN(Cc1ccc(OC(F)F)cc1)C(=O)c1ccc2nccnc2c1	98	98	7	-3	99	-5	109	99	99	3	100
COc1cc2c3c(c1OC)C1(C=CC(=O)C=C1)CC3N(C(=O)c1ccccc1)CC2 (stereo unspecified)	94	96	-10	-5	96	-8	97	96	97	x	97
COc1ccc2c(c1)c(CC(=O)O)c(C)n2C(=O)c1ccc(Cl)cc1	95	93	-12	-3	97	12	104	92	99	x	94

(list continues)
structure	Rac1 act GTP bind	Cdc42 wt GTP	Mcl1 Bid PPI	Mcl-1 Bim block	Rab2 wt GTP	Mcl1 Noxa PPI	RGS8-Gao	HRas wt GTP	Rac1 wt GTP bind	Pf gamet viab	Rab7 wt modul
COc1ccc(OCC(=O)Nc2cc(-c3nn4c(C)nnc4s3)ccc2C)cc1	104	104	-44	-23	105	3	99	104	108	x	99
CN1c2ccccc2-c2nc3ccccc3n2C1c1ccncc1 (stereo unspecified)	102	104	-19	3	102	-1	100	103	106	x	104
CN(Cc1ccccc1)S(=O)(=O)c1cccs1	101	107	-26	0	107	19	100	104	111	-23	103
COc1cc(C)nc(NS(=O)(=O)c2ccc(C)cc2)n1	93	94	-27	-2	96	15	102	99	96	-17	98
Cc1ccc(S(=O)(=O)N(C)c2ccccc2C(=O)NC2CCCC2)cc1	101	95	-25	-2	99	11	102	100	103	-15	94
COC(=O)c1ccc(OC(=O)c2cccs2)cc1	99	95	-8	-2	98	2	96	101	100	12	103
COc1nc(OC/C(N)=N/O)nc(N2CCOCC2)n1	101	100	-27	-2	100	17	119	99	99	-4	100
COc1cc(/C=C/C(=O)O)ccc1OS(=O)(=O)c1ccc(C)cc1	95	96	-11	-1	97	9	103	97	96	x	95
COc1ccc(OC)c(N=C2C(=O)Nc3ccccc32)c1	97	102	-50	-1	99	10	92	100	102	-3	101
Cc1cc(Cl)cc(Br)c1OCCNCC(C)O (stereo unspecified)	97	99	-15	-6	101	9	112	100	98	x	99
CC(=O)NC(Cc1cccc(C)c1)C(=O)NC1CCN(C(=O)c2ccc([N+](=O)[O-])cc2)CC1 (stereo unspecified)	101	104	8	-2	101	12	110	102	108	x	105
CCCc1nc(SCC(=O)NCc2ccco2)c2c(=O)n(C)c(=O)n(C)c2n1	98	105	-21	2	101	18	99	103	108	x	104

Screens (PubChem)
